Source: PubChem (Sanford-Burnham Center for Chemical Genomics)
Jurkat NFkB inh – lowers PMA/ionomycin-induced NF-kB signal in Jurkat cells | PMA/ionomycin-induced NF-kB luciferase reporter, luminescence | hit rate 0.53% among 330,000 | inhibition, % at 4 µM; in the data active = inhibition above about 50%
APJ agonist – activates the human apelin receptor APJ. CHO-K1 APJ PathHunter beta-arrestin, luminescence; 0% DMSO wells, 100% apelin. hit rate 0.11% among 330,000. P35414. AID 2520. activation, % at 20 µM;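 active = activation more than six SD over the plate average, tested at 20 µM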;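 note: 0% = DMSO alone and 100% = apelin-13 at 10 nM; some results filed as inactive read as strong as hits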
Target sequence (P35414 whole entry, looked up): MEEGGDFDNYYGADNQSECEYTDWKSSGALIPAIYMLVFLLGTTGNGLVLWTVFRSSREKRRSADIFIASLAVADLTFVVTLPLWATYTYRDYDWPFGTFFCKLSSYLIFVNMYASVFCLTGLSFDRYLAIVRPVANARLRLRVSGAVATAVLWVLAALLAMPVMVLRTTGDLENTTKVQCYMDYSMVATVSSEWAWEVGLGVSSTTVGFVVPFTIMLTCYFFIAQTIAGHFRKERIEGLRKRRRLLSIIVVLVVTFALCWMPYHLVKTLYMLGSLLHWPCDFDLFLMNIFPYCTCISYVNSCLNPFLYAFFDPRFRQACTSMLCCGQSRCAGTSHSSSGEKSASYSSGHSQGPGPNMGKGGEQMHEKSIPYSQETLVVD
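Test system: CHO-K1 APJ beta-arrestin complementation cell line | Compound: Single test compound dose, 20 µM final, 1% DMSO | Incubation: Compound 90 min 25 °C, reagent 1 h | Measured by: beta-gal luminescence | Read-out basis: APJ–arrestin association signal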
tim23-1 inh – tim23-1 yeast growth inhibition. S. cerevisiae tim23-1 growth, BacTiter-Glo luminescence, 24 h. inhibition, % at 20 µM. hit rate 1.3% among 330,000;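 active = growth inhibition of the mutant yeast at or above 50%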;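 note: temperature-sensitive mutant grown at 25 °C; plate controls were DMSO-treated mutant yeast for no effect and medium wells lacking yeast for full effect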
XBP1 UPR activ – activators of adaptive arm of unfolded protein response (XBP1); CHO-XBP1 luciferase reporter, IRE1-XBP1 UPR activation, luminescence; percent of tunicamycin response, DMSO as zero; activation, % at 20 µM; hit rate 0.33% among 330,000; AID 463104;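 active = versus positive control, 20 µM dose yields 30% or more activation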;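 note: 100% = tunicamycin at 10 µg/mL and 0% = DMSO only wells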
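assay system = CHO-XBP1 luciferase reporter cells | amount = 1000 cells/well | buffer or medium = F12 plus 10% FBS | compound dosing = single point, 20 µM final compound, 1% DMSO | incubation = 16-18 h cell attachment at 37 °C, then 6 h compound exposure | detection = Steady-Glo luminescence read | controls = tunicamycin 10 µg/mL and vehicle-only wells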
CHOP UPR activ – activators of apoptotic arm of unfolded protein response (CHOP); CHO-CHOP luciferase reporter, UPR activation, luminescence; percent of tunicamycin response over DMSO baseline; activation, % at 10 µM; hit rate 0.34% among 330,000;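 active = at 10 µM dose, activation of 40% or more, normalized to positive control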;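 note: 100% = tunicamycin at 10 µg/mL and 0% = DMSO alone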
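Evaluation: % reporter activation, DMSO baseline versus tunicamycin full activation; System: CHO-CHOP luciferase reporter cell line; Input: 500 cells/well; Incubation: 6 h compound treatment, 37 °C; Measured by: Steady-Glo luciferase luminescence; Dosing: one dose, 10 µM in 0.5% DMSO; Buffer or medium: F12 medium, 10% FBS; Benchmarks: positive tunicamycin 10 µg/mL, negative DMSO alone.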
697 NFkB inh – lowers PMA/ionomycin-induced NF-kB signal in 697 B cells | 697 B-cell NF-kB luciferase reporter, 16 h | inhibition, % at 4 µM | hit rate 0.33% among 330,000 | AID 435022; in the data active = inhibition above about 35%
APJ antag – antagonists of human APJ apelin receptor | P35414 | CHO-K1 APJ beta-arrestin complementation, luminescence | inhibition, % at 20 µM | hit rate 0.32% among 330,000;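 active = inhibition above about 40% at 20 µM, limit read from the data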;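 note: cells challenged with 10 nM apelin-13 agonist together with compound; plate controls were apelin-13 plus DMSO wells for no effect and DMSO wells lacking apelin-13 for full effect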
Mdm2-MdmX inh – disrupts the human Mdm2-MdmX interaction; SaOS-2 split-luciferase Mdm2/MdmX complementation, luminescence; inhibition, % at 8 µM; hit rate 3% among 330,000; AID 485346;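 active = inhibition of at least 50% at 8 µM in the primary screen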
* = called active by the depositor.

SMILES	Jurkat NFkB inh	APJ agonist	tim23-1 inh	XBP1 UPR activ	CHOP UPR activ	697 NFkB inh	APJ antag	Mdm2-MdmX inh
Cc1ccc(C2CC(c3cccs3)=NN2C(=O)CSC2=NCCS2)cc1 (centres undefined)	-2.3	-4.8	39.4	-3.5	-0.9	-8.0	-0.9	55.3*
O=C(Cc1ccccc1)Nc1c(C(=O)N2CCCCCC2)cnn1-c1ccccc1	-8.6	0.0	10.7	-1.1	-0.9	-14.3	-2.1	-8.4
COc1c(F)c(F)c(-c2csc(N)n2)c(F)c1F	-2.6	1.8	18.6	2.5	1.0	-23.0	-2.9	-7.8
COc1ccc(NC(=O)c2cc(-c3ccncc3)nc3ccccc23)c(OC)c1	-7.0	-2.6	29.1	-1.4	-1.1	7.1	-8.6	0.0
O=S(=O)(c1cnc[nH]1)N1CCN(c2ccccc2)CC1	3.8	-0.5	6.2	-3.1	1.6	16.3	11.4	-4.4
Cc1ccc2nsnc2c1NC(=O)CCl	24.9	-3.0	9.9	-1.9	1.7	19.2	6.1	2.7
CCn1nc(NC(=O)C(C)C)c2cc3cccc(C)c3nc21	0.7	1.9	31.6	3.9	1.0	9.8	0.6	-3.9
Clc1ccc(OCc2nnc3n2CCCCC3)c(Cl)c1	-1.5	-0.6	7.0	9.9	4.0	-5.8	-3.4	28.1
Nc1c(N(Cc2ccccc2)C(=O)COc2ccc(F)cc2Cl)c(=O)[nH]c(=O)n1Cc1ccccc1	-9.0	-0.6	-2.9	-2.0	0.5	13.6	4.2	-2.2
CCn1cc(C(=O)NCc2cccs2)c(=O)c2cc(S(=O)(=O)N3CCOCC3)ccc21	21.0	-5.2	4.5	-1.1	0.7	13.9	2.1	27.1
CCOC(=O)C1CCN(C(=O)Cn2c(=O)oc3cc(S(=O)(=O)N4CCCC4)ccc32)CC1	5.7	-2.9	19.4	-0.9	0.9	19.6	-3.8	20.2
C[C@H]1CN([C@@H](C)CO)C(=O)Cc2cc(NC(=O)Cc3ccccc3)ccc2O[C@H]1CN(C)C(=O)Nc1cccc2ccccc12	-9.6	-2.0	-2.4	0.2	1.1	7.7	-6.1	-8.2
O=C(CCCc1ccccc1)Nc1ccc(Br)cc1F	-25.0	-0.5	11.2	-0.2	4.3	1.3	-2.3	-2.8
Cc1cc(C(=O)N/N=C/c2c(CO)cnc(C)c2O)c2ccccc2n1	-1.0	3.7	-5.0	-0.5	-0.3	0.0	-19.3	26.7
O=c1c([N+](=O)[O-])c(N2CCCC2)c2ccccc2n1-c1ccccc1	7.3	0.4	22.5	-2.6	2.7	0.9	10.5	3.4
CC(CC(=O)Nc1ccc(F)c([N+](=O)[O-])c1)c1ccccc1 (centres undefined)	-9.2	2.3	19.1	0.0	-2.0	19.7	-2.5	30.1
O=[N+]([O-])c1ccccc1SNc1ccccn1	1.9	-2.2	14.7	-1.0	-1.4	-4.1	-12.9	19.6
CCC(c1nnnn1C1CCCC1)N1CCC(C(N)=O)CC1 (centres undefined)	-7.1	0.0	12.8	-2.1	-1.3	-2.4	5.6	1.9
CCOc1cc(CN2CCC(CO)(Cc3cccc(C(F)(F)F)c3)CC2)ccc1OC	-4.3	-4.1	12.8	0.6	1.0	-14.5	7.9	40.7
COc1ccc(C(=O)c2c3ccc(C(F)(F)F)cc3[n+]([O-])n2CCCN)cc1	-4.5	4.6	2.0	-2.0	1.9	-22.6	-16.8	11.9
CC1=CC(C)(C)Nc2ccc(OC(=O)C(Cc3ccccc3)N3C(=O)c4ccccc4C3=O)cc21 (centres undefined)	-5.3	-5.5	17.6	0.7	-3.5	65.9*	3.7	0.6
O=C(NCCN1CCCC1)c1cccc(Cl)c1	-8.7	-2.3	-2.5	2.3	-1.2	9.8	13.2	-3.2
O=C(Nc1ccccc1)N1CCN(c2cccc(C(F)(F)F)c2)CC1	8.0	0.2	30.9	-4.8	-0.3	-3.4	-3.7	18.6
CCOC(=O)c1cnn(-c2ccc(C(C)C)cc2)c1NC(=O)C1CCC1	-61.6	1.2	16.5	0.1	-1.1	-73.4	24.8	-14.4
CC1CCN(C(=O)Cn2c(=O)n(Cc3ccco3)c(=O)c3sccc32)CC1	0.4	0.9	7.3	-3.7	0.7	-4.1	16.5	12.6
COC(=O)C(C)NC(=S)N1CCN(c2c(F)cc3c(=O)c(C(=O)O)cn(C4CC4)c3c2OC)CC1C (centres undefined)	0.2	-5.1	-14.9	0.0	-0.6	12.5	7.2	15.9
Cc1noc(C)c1-c1nnc(-c2ccc(C(F)(F)F)cc2)o1	-6.0	4.6	-2.2	1.5	3.6	-7.4	-17.0	-18.6
Cc1ccc(C(=O)NNC(=O)c2ccc(-n3cncn3)c([N+](=O)[O-])c2)cc1	12.5	6.8	-18.7	-1.3	-0.8	7.1	3.0	0.0
COc1cc(OC)cc(-c2cc3nc(C)c(CCC(=O)NC(C)CCc4ccco4)c(C)n3n2)c1 (centres undefined)	6.8	-2.1	13.9	-2.1	-2.4	21.7	-5.6	16.2
O=C(CN1C(=O)c2ccccc2S1(=O)=O)NC1CCCCC1	-1.5	-3.0	9.6	6.1	-2.0	9.9	12.7	12.3
CSc1nsc(/C=C/Nc2ccc(Cl)cc2)c1C#N	4.1	-0.4	30.9	2.0	0.4	-3.9	-14.6	6.2
CCCn1c(C)cc(/C=C(\C#N)C(=O)OCC(=O)Nc2cccc(OC)c2)c1C	0.3	-1.8	-13.5	-5.3	-0.8	1.1	9.7	-5.4
Cc1nnc(NC(=O)NC(C)N2C(=O)C3C4C=CC(C4)C3C2=O)s1 (centres undefined)	-2.8	-1.9	7.9	-2.6	-2.7	2.0	-5.1	-8.2
FC(F)(F)c1ccc(/C=N/n2c(COc3ccccc3)n[nH]c2=S)cc1	-11.3	-2.8	47.5	-0.1	-1.0	-2.6	5.6	-13.4
O=C(Nc1nc2ccccc2[nH]1)c1ccccc1F	26.7	-2.8	49.7	-4.7	-9.7	6.0	10.4	82.4*
O=C(COC(=O)c1ccc(Cl)nc1)c1ccc2c(c1)OCCO2	-26.2	-2.6	29.5	-7.2	-0.4	-27.0	11.1	-13.7
Cc1ccc(S(=O)(=O)NNC(=O)C(=O)NNc2ccccn2)cc1	-2.3	-0.1	-1.4	-1.0	0.2	8.3	-27.5	2.8
O=C(CCCn1c(=O)c2ccccc2n(Cc2cccc(F)c2)c1=O)NC1CCN(Cc2ccccc2)CC1	4.6	-4.1	-3.3	-2.4	0.2	-8.1	-1.2	24.2
CCn1c(SCc2ccc([N+](=O)[O-])cc2)nnc1C(C)NC(=O)c1ccccc1Br (centres undefined)	9.1	3.7	4.2	-2.9	-0.6	6.8	5.4	-10.9
COc1ccc(NC(=O)CN2CCN(S(=O)(=O)c3ccc(Cl)cc3)CC2)cc1	8.2	-0.9	39.3	-2.2	0.3	-0.8	-4.3	-14.0
COc1ccc(CNC(=O)Cn2cc([N+](=O)[O-])cn2)cc1	-23.3	2.2	16.5	2.4	1.3	-17.0	-23.5	-14.1
COc1ccc(C(=O)C2CCCN(C3Cc4ccccc4C3)C2)cc1OC (centres undefined)	-0.4	-6.7	-0.9	-3.7	-1.9	-10.4	-13.9	-15.2
CC(C)Nc1nc(-c2ccccc2)nc(-n2ccnc2)n1	-17.6	-1.0	33.6	8.4	-1.1	5.0	21.5	31.2
O=C(CC1SC(N2CCCC2)=NC1=O)Nc1ccc(C(=O)NCc2ccc(F)cc2)cc1 (centres undefined)	-0.6	-5.7	-11.1	-1.1	-1.0	-22.2	18.8	-0.2
CN(C)/N=C1\C(=O)N(CN2CCN(c3ccccc3)CC2)c2ccccc21	-1.0	-6.0	17.7	1.2	-0.6	6.9	13.8	-16.4
O=C(Nc1cc(S(=O)(=O)N2CCCCC2)ccc1Oc1ccccc1)C1=COCCO1	5.9	-0.9	18.7	-3.5	0.6	-8.8	3.9	0.8
Cc1ccc(S(=O)(=O)N2CCOCC2)cc1NC(=O)CNCc1ccccn1	-0.4	-1.9	19.9	-1.4	-1.0	-51.1	-7.2	-30.8
COc1ccc(-c2cc(C(=O)NCc3ccccc3)no2)cc1OC	-2.7	-3.6	-1.4	-1.1	-0.3	23.7	-5.1	2.2
CC(C)c1ccc(/C=C2\SC(N3CCCC3)=NC2=O)cc1	10.2	1.5	33.4	-1.0	4.2	-4.8	-5.5	36.7
CCSc1ccc(/C(N)=N/OC(=O)c2cccs2)cn1	-80.1	43.5*	61.3*	-1.6	6.1	-98.3	-167.9	-90.4
Cc1ccc(OCc2cc(C(=O)N(C)CCc3ccccn3)no2)cc1C	-33.8	0.2	21.2	2.8	6.6	-72.4	-9.8	-72.1
CCC(C)c1ccc(NC(=O)COC(=O)CCNS(=O)(=O)c2cccs2)cc1 (centres undefined)	-9.7	-3.0	12.9	2.6	3.7	-9.3	0.0	-9.8
CCNC(=O)CN(c1ccc(C)cc1)S(=O)(=O)c1ccccc1	3.3	-2.2	15.5	-0.3	-0.4	6.4	-9.7	4.4
COc1ccc2c(c1)Cc1sc(NC(C)=O)nc1-2	-3.4	-1.9	14.5	2.8	3.7	-2.1	2.8	-147.9
CCN(C(=O)COc1ccccc1[N+](=O)[O-])C1CCS(=O)(=O)C1 (centres undefined)	-7.2	-0.3	-13.8	0.6	0.5	7.8	-7.8	12.6
Cc1cc(C)n2nc(N)c(N=Nc3ccc4c(c3)OCO4)c2n1	-10.2	-0.7	-20.4	1.7	2.9	5.3	6.3	57.1*
Nc1cccc(C(=O)NCCNC(=O)c2cccc(N)c2)c1	-5.4	-2.2	-4.7	0.0	0.7	-6.4	5.6	-28.4
